# Compound activity from PubChem BioAssay.
# RSV antiviral HEp-2 – RSV antiviral activity via CPE protection, HEp-2 cells, primary 10 µM value included (AID 2391) | HEp-2 cells, RSV-induced CPE inhibition; higher % means a stronger effect | CPE inhibition, % at 10 µM, or IC50 in µM where a hit was titrated | actives 0.13% (n = 310,000); in the data active = a potency from the dose series; inconclusive = CPE inhibition mostly from about 23% at the one dose, without a potency; inactive = the rest, 99 in 100 with CPE inhibition below about 21%; note: strong numbers were not always called active
# Rac1 GTP hydrolysis – MgcRacGAP GTPase-activating activity inhibitors, confirmation, biochemical, ADP Hunter fluorescence | MgcRacGAP-stimulated Rac1 GTP hydrolysis, ADP Hunter fluorescence; higher % means a stronger effect; GST-tagged Rac1 F28L mutant substrate | actives 0.6% (n = 340,000) | Rac GTPase-activating protein 1 (Homo sapiens) | inhibition, % at 30 µM, or IC50 in µM where a hit was titrated;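 active = first-screen hits whose inhibition reached a set limit at any dose in the follow-up dose series; inconclusive = inhibition above the set first-screen limit but never retested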;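 note: fluorescence reports GDP produced by GAP-driven GTP hydrolysis; strong numbers were not always called active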
# T cell modulator – modulators of CD8 T cell-vesicle binding, primary screen, mouse 2C CD8+ T cells, flow cytometry; 2C CD8+ T cell-vesicle binding; active compounds read low; calls only at 7 µM; actives 0.068% (n = 330,000); AID 2052, 2009;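 active = response, share of CD8 T cells binding vesicles, and their 90th percentile fluorescence all below set limits, cut at about 80% in these data, passing the limit was not always enough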
#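 Incubation: binding step 1.5 h, 37 °C, antibody labelling 20 min, ice; system: murine 2C transgenic CD8+ T lymphocytes; technique: cytometric PE anti-B7-1 and Alexa647 anti-CD8 signals after 1% paraformaldehyde fixation; also added: QL9-charged Drosophila Ld/ICAM-1/B7-1 vesicles; control set: naked versus QL9-loaded vesicles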
# West Nile virus CPE – West Nile virus antiviral activity, cell-based, CPE readout (AID 1621) | actives 0.02% (n = 290,000) | one-dose CPE inhibition, % at 10 µM; IC50 in µM for titrated hits | West Nile virus-infected cells, CPE inhibition; higher % means a stronger effect; in the data active = a potency from the dose series; inconclusive = CPE inhibition mostly from about 3.7% at the one dose, without a potency; inactive = the rest, 99 in 100 with CPE inhibition below about 2.2%; note: strong numbers were not always called active
# Dengue-2 NS5 capping – Dengue-2 NS5 methyltransferase inhibitors, primary screen, biochemical, confirmation dose response (AID 588689) | actives 0.3% (n = 340,000) | one-dose inhibition, % at 25 µM; IC50 in µM for titrated hits | Dengue-2 NS5 methyltransferase capping enzyme assay, biochemical; higher % means a stronger effect | Genome polyprotein (Dengue virus type 2 (strain 16681-PDK53)); in the data active = a potency from the dose series; inconclusive = inhibition above about 29% without an active follow-up result
# UTI89 phage lysis – inhibition of K1F phage lysis, E. coli UTI89, bacterial capsule biogenesis inhibitors, alamar blue (AID 488966) | E. coli UTI89 K1F phage lysis, alamar blue, 2 h; higher % means a stronger effect | inhibition, % at 100 µM, or IC50 in µM where a hit was titrated | actives 0.02% (n = 340,000);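 active = phage lysis inhibition, versus mean bacterial control, above a set limit; inconclusive = no clear call, values can overlap the other calls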;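 note: capsule biogenesis inhibitors block K1F phage lysis so surviving cells raise fluorescence; higher fluorescence means more inhibition of phage lysis; actives were called in the ten point dose series up to 300 µM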
# Large T inhibition – SV40 large T antigen inhibitors, biochemical (AID 1903) | inhibition, % at 20 µM, or IC50 in µM where a hit was titrated | actives 0.39% (n = 310,000) | SV40 large T antigen ATPase/helicase inhibition assay; higher % means a stronger effect; in the data active = a potency from the dose series; inconclusive = inhibition mostly from about 32% at the one dose, without a potency; inactive = the rest, 99 in 100 with inhibition below about 32%; note: strong numbers were not always called active
# NTR1 ag – agonists of NTR1, primary screen, imaging, U2OS cells, beta-arrestin-GFP, high content (AID 493036). Neurotensin receptor type 1 (Homo sapiens), P30989. NTR1-U2OS beta-arrestin-GFP spot imaging, agonist mode. activation, % at 20 µM. actives 0.17% (n = 330,000);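 active = activation at or above 40% of the spot to cytoplasm intensity ratio, with at least 20 cells analyzed; inconclusive = wells under 20 cells, flagged as cytotoxic or low count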;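 note: 0% = DMSO without peptide and 100% = 100 nM NTR1 peptide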
# Target sequence (P30989 whole entry, looked up): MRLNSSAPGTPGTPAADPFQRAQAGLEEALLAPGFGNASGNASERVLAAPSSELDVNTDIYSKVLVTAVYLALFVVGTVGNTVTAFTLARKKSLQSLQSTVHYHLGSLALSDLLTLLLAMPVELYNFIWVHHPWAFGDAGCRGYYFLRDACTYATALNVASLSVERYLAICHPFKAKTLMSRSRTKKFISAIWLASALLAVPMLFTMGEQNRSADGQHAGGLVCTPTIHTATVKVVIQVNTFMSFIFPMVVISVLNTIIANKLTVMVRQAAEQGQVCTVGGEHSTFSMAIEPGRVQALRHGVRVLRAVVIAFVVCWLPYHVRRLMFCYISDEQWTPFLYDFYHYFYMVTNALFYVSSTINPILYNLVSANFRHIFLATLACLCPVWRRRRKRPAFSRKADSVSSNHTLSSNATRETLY
# Salmonella PhoP GFP – inhibitors of PhoP regulon expression, primary screen, Salmonella Typhimurium, GFP reporter (AID 1863); actives 0.16% (n = 300,000); one-dose inhibition, % at 50 µM; IC50 in µM for titrated hits; S. Typhimurium PhoP-regulated promoter GFP reporter, 4 h; higher % means a stronger effect;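 active = inhibition over 29.93%, a cutoff 3 SD above the screen mean, later confirmed by dose response; inconclusive = inhibition over 29.93% but no dose response follow-up; inactive = inhibition at most 29.93% or unconfirmed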;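 note: 0% = low Mg2+ inducing control and 100% = high Mg2+ repressing control; strong numbers were not always called active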
# T cell modulator vesicle-bound % – second read-out of T cell modulator, no call of its own (marks repeat the call); double positive events, %; measured here: CD8+ vesicle-bound cell fraction;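 binding gate set so that unloaded-vesicle control wells show 10% double positive cells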
# NTR1 ag cell count 20 µM – further read-out of NTR1 ag, marked with its call; cell count; measured here: cell count, cytotoxicity flag
# The depositor's hits bear a star; i = inactive; ? = inconclusive; · = no result given; [ ] = remark or other dose.
SMILES,RSV antiviral HEp-2,Rac1 GTP hydrolysis,T cell modulator,T cell modulator vesicle-bound %,West Nile virus CPE,Dengue-2 NS5 capping,UTI89 phage lysis,Large T inhibition,NTR1 ag,NTR1 ag cell count 20 µM,Salmonella PhoP GFP
Cc1ccc(S(=O)(=O)N2CCN(C(=O)c3cc(S(=O)(=O)N(C)C)ccc3N3CCCC3)CC2)cc1,-1.4%,6.6%,i,48.9,·,-5.1%,1.9%[50 µM],11.8%,0.0,62,8.6%
CN(Cc1ccccc1)C(=O)COC(=O)c1cc(=O)c2ccccc2o1,·,-0.4%,i,12.1,·,4.3%,4.1%,·,-0.4,60,·
CC(=O)c1csc(Nc2ccccc2Cl)n1,3.1%,16.1%,i,42.4,-0.3%,0.8%,-1.2%,10.7%,0.2,44,-8.7%
Cc1ccc(CN2CCC(CO)(CC3CCCCO3)CC2)o1 (centres undefined),0.8%,-9.5%,i,21.3,-0.7%,-4.7%,-1.3%,4.7%,-0.8,51,-6.2%
COc1ccc(-c2nc(CS(=O)(=O)CC(=O)Nc3ccc(Cl)cc3)c(C)o2)cc1,3.0%,3.4%,i,19.9,-0.2%,-6.2%,6.0%,2.8%,8.2,55,-3.0%
O=C(Nc1cccc(F)c1)c1ccc(CSc2ccccc2)o1,1.2%,5.0%,i,29.0,-0.2%,-14.3%,0.3%,3.5%,1.7,90,14.5%
CCSc1nnc(NC(=O)C2CC=CCC2C(=O)O)s1 (centres undefined),2.1%,6.6%,i,14.9,0.2%,2.7%,-0.2%,21.3%,-0.7,35,-5.2%
NC(=O)Cn1c(S(=O)(=O)Cc2ccccc2)nc2ccccc21,0.3%,2.8%,i,41.8,0.7%,0.8%,-1.4%,·,2.8,81,·
CC(=O)Nc1c(C(=O)N2CCN(c3ccccn3)CC2)cnn1-c1ccc(C)cc1,0.6%,7.5%,i,58.8,-0.3%,-6.4%,1.0%[50 µM],-9.3%,2.6,47,-7.9%
CC(C)[C@H](CO)Nc1nc(Nc2ccc(Cl)c(C(=O)O)c2)c2ncn(C(C)C)c2n1,0.3%,4.7%,i,14.2,-0.1%,-1.6%,1.2%,11.1%,-1.2,53,-0.8%
CCCN(CC1CC1)c1nc(C)nc(Nc2c(Cl)cc(Cl)cc2Cl)c1Cl,?,0.0%,i,37.5,-0.8%,-3.7%,-5.2%,4.2%,0.7,67,-5.4%
COc1ccc(NC(=O)CN(c2ccc(C)cc2)S(C)(=O)=O)c(OC)c1,1.7%,8.5%,i,16.5,-0.1%,1.6%,1.6%,9.6%,0.4,47,1.7%
O=C(O)c1cnc(-c2ccccc2)nc1Oc1ccccc1,1.5%,4.4%,i,58.9,0.0%,-6.6%,-0.8%,14.2%,0.6,50,-4.7%
O=S(=O)(c1ccc(Cl)cc1)N1CCN(Cc2ccncc2)CC1,3.1%,2.5%,i,8.6,-0.5%,2.7%,0.1%,5.8%,1.6,34,-6.2%
CCCCn1c(N)c(N(CC(C)C)C(=O)CSCc2c(C)noc2C)c(=O)[nH]c1=O,0.8%,5.8%,i,58.7,·,3.0%,0.9%[50 µM],12.3%,-0.3,59,-0.7%
COc1ccc(OCc2cc(C(=O)N3CCN(C4CCCC4)CC3)no2)c(Cl)c1,2.3%,8.5%,i,14.5,-1.0%,0.3%,-0.3%,11.6%,1.8,55,1.1%
COc1cccc(/C=C/C(=O)Nc2ccc3nc4n(c(=O)c3c2)CCCC4)c1OC,9.5%,-0.1%,i,25.1,0.0%,-11.9%,-1.2%,-3.0%,3.0,36,4.9%
CCOC(=O)c1sc(NC(=O)CSc2nc(-c3ccco3)cc(C(F)(F)F)n2)c(C#N)c1C,-0.1%,2.6%,i,48.2,1.1%,0.7%,3.3%,1.0%,10.9,49,-0.3%
COc1ccc(CNc2nc3nc(-c4ccccc4)cc(=O)n3[nH]2)cc1OC,2.1%,7.2%,i,39.4,-0.2%,0.7%,12.6%,11.9%,-1.2,66,2.9%
CCOC(=O)CN=C/C(C(=O)Nc1nccs1)=C(/C)O,1.5%,0.0%,i,43.2,0.3%,-1.5%,0.0%,1.9%,-0.2,96,5.4%
CCS(=O)(=O)Nc1ccc2c(c1)N(C(C)=O)c1ccccc1CC2,1.7%,7.3%,i,36.5,0.2%,-0.7%,0.1%[50 µM],-2.4%,0.8,63,-4.6%
CCOc1ccc(CCNC(=O)Nc2ccccc2)cc1OCC,4.1%,·,i,9.7,-0.5%,-6.5%,-0.4%,2.0%,-0.9,69,5.4%
N#Cc1nc(-c2ccccc2Cl)oc1N1CCN(C(=O)c2ccco2)CC1,0.2%,-0.7%,i,20.7,-0.4%,9.8%,1.9%[50 µM],11.5%,1.9,53,-0.9%
COc1ccccc1-n1c(SCC(=O)N2CCCC2)nc2cccnc21,1.1%,2.2%,i,39.7,-0.1%,-0.8%,0.2%,9.4%,3.3,67,7.9%
O=C(N/C(=C/c1ccccc1Cl)C(=O)N1CCCCC1)c1ccco1,2.1%,8.5%,i,17.5,-0.5%,-7.7%,0.1%,23.7%,-1.2,52,-2.7%
CCOc1cc(CNc2ccc3c(c2)CCC3)ccc1OC,-0.8%,·,i,15.8,0.1%,·,·,4.2%,-0.7,67,-7.5%
COc1ccccc1OCCSc1nnc(C)n1-c1ccccc1,0.9%,3.5%,i,23.5,-0.1%,2.4%,4.5%,-0.5%,-0.8,96,4.2%
CCOC(=O)N1CCN(C(=O)c2cnn3c(C)c(Cc4ccc(C)cc4)c(C)nc23)CC1,3.6%,5.5%,i,33.6,·,-3.4%,-0.1%,1.4%,0.4,69,4.8%
COc1ccc(N=Cc2c(O)ccc3ccccc23)cc1,?,14.5%,i,51.2,-0.5%,-53.2%,-1.3%,·,3.0,35,·
CC(=O)Nc1cnc2ccccc2n1,2.0%,1.6%,i,37.2,0.0%,2.9%,0.6%,-5.0%,1.8,59,-10.8%
Cc1cccc(C(=O)N/N=C/c2ccoc2)c1,0.0%,13.3%,i,70.7,-0.2%,-7.2%,1.5%[50 µM],-1.4%,-1.8,63,-0.8%
CCOC(=O)c1c(N)nn(C(=O)C(C)C)c1-c1ccc(OC)cc1,1.9%,-2.5%,i,26.2,-0.5%,-4.8%,-0.8%,8.1%,3.4,76,-6.1%
CC(=O)c1c(N2CCOCC2)nc(=S)n(Cc2ccccc2)c1C,1.3%,6.6%,i,34.9,-0.2%,-11.1%,0.2%,-0.7%,-1.0,63,8.0%
Cc1cc(C)n(C(=O)C(C)n2nc([N+](=O)[O-])c(Br)c2C)n1 (centres undefined),1.1%,5.6%,i,34.6,0.3%,0.3%,2.1%[50 µM],8.7%,3.3,76,10.8%
CSc1ccc(CNc2ccc(C)cc2)cc1,0.3%,13.3%,i,63.1,0.0%,2.8%,3.9%,2.7%,0.2,55,3.5%
COc1ccc(C(=O)Nc2ccc(-c3ccc(C)o3)cc2)cc1S(=O)(=O)N1CCOCC1,4.4%,3.3%,i,47.2,2.3%,-12.8%,1.0%,3.7%,12.6,89,-9.2%
CC1CCCC(C)N1/N=C/c1ccc(O)c(O)c1 (centres undefined),1.6%,·,i,52.8,-0.5%,18.3%,0.5%,32.1%,-0.9,112,5.3%
COC(=O)CSc1nc(C)cc(C)n1,-0.1%,-1.1%,i,57.7,-0.2%,-0.8%,1.0%,-2.4%,-1.4,23,5.8%
CC1CC1C(=O)OCC(=O)Nc1cccc(F)c1 (centres undefined),1.5%,4.1%,i,35.0,·,-9.2%,0.2%[50 µM],·,0.5,62,·
CC(C)CC(OC(=O)c1cccs1)C(=O)NCc1cccs1 (centres undefined),0.0%,6.4%,i,37.7,0.6%,-1.6%,0.1%,1.2%,-0.5,79,0.1%
CC1CCCN(C(=O)CCS(=O)(=O)Cc2ccccc2)C1 (centres undefined),1.0%,4.2%,i,44.7,0.2%,-0.7%,1.3%,1.2%,-1.2,89,-4.3%
CCC1NC(=S)NC(C)=C1C(=O)c1ccccc1 (centres undefined),2.1%,2.5%,i,3.3,1.1%,8.6%,-0.5%,6.3%,1.2,43,-1.2%
CC(=O)C1=C(C)Nc2ncnn2C1c1ccccc1 (centres undefined),2.5%,2.6%,i,15.3,0.7%,-2.6%,-0.3%[50 µM],2.0%,0.4,47,-10.3%
CCCC(=O)Nc1c2c(nn1-c1ccc(C)cc1C)CSC2,-0.7%,2.8%,i,12.3,-0.2%,-1.0%,1.0%,13.7%,0.6,49,12.4%
CCOC(=O)CSc1nc2cc3c(cc2cc1C)OCO3,0.6%,6.0%,i,28.5,0.0%,-1.4%,-0.2%,28.9%,2.5,49,3.2%
O=C1c2ccccc2C(O)(c2ccccc2)N1c1ccncc1 (centres undefined),2.0%,6.7%,i,49.8,-0.5%,-5.2%,0.2%,-0.5%,0.8,81,8.4%
Cc1ccc(C)c(S(=O)(=O)NC(Cc2c[nH]c3ccccc23)C(=O)O)c1 (centres undefined),1.9%,0.9%,i,35.0,0.6%,·,-0.1%,6.5%,-2.4,84,6.5%
c1ccc(Cn2cnc3ccccc32)cc1,?,8.1%,i,30.9,-0.4%,0.7%,0.0%,10.6%,-0.9,50,1.4%
Cc1ccc(N(C(=O)Cc2cccs2)C(C(=O)NC2CCCC2)c2ccncc2)cc1 (centres undefined),-1.2%,7.2%,i,23.9,-1.7%,1.8%,0.1%,26.4%,-1.6,91,-1.4%
CC(=O)N1c2ccc(S(=O)(=O)N3CCCCC3)cc2CC1C(=O)Nc1ccc(C)cc1 (centres undefined),6.0%,9.4%,i,64.0,-0.3%,1.4%,-0.2%,1.8%,0.4,60,-0.4%
COc1ccc(OC)c(C2C3=C(CCCC3=O)Nc3nnnn32)c1 (centres undefined),1.3%,6.3%,i,38.4,-0.4%,2.2%,2.6%,11.1%,-1.0,56,2.8%
O=C(c1cc(-c2ccc3c(c2)OCO3)on1)N1CCN(c2ccc(F)cc2)CC1,-1.1%,-2.7%,i,34.8,0.7%,-7.2%,-0.7%,10.4%,2.0,72,-6.5%
CCCCOc1ccc(CSCCN=C(N)N)cc1,·,3.9%,·,·,-1.9%,0.7%,3.5%,10.8%,-0.4,69,15.1%
